Compound activity (PubChem BioAssay)
TNAP act hiacc: increases human TNAP activity under high phosphate acceptor concentration. purified TNAP, CDP-star luminescence, 1 M DEA, 30 min; active compounds read high; 0 = EDTA background, 1 = DMSO-only activity. AID 1136. activation factor at 20 µM. 200,000 tested, under 10 active;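 active = activation factor at least 2 at 20 µM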
Target sequence (P05186 whole entry, looked up): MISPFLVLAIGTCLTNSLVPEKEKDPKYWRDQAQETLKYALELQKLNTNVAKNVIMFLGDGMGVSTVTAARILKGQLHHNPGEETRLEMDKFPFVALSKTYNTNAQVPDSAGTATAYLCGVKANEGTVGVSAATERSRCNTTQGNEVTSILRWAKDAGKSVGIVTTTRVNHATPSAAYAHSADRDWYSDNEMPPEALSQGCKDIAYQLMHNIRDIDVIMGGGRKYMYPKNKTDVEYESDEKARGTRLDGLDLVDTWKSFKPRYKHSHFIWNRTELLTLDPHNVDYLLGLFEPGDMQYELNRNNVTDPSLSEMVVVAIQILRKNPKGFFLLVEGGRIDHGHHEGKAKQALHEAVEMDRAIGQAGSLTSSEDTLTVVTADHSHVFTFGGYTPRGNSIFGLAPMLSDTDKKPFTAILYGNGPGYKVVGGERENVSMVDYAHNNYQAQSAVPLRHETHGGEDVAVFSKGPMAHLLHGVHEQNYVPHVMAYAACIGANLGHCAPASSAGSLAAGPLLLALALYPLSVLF
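Control set: EDTA negative control, DMSO positive control / Assay system: human TNAP / Quantity: TNAP 1/800 final / Evaluation: TNAP activation factor scaled between EDTA and DMSO control wells / Measured by: luminescent substrate turnover signal / Compound dosing: one dose, 20 µM / Times: 30 min enzyme reaction at room temperature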
TNAP inh no acc: TNAP (human) inhibition, acceptor-free conditions; purified TNAP, CDP-star luminescence, 30 min; inhibition, % at 20 µM; 200,000 compounds, 0.26% hits; AID 1012;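 active = tissue-nonspecific alkaline phosphatase inhibition above about 50% at 20 µM in the single-dose screen, limit read from the data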;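 note: 0% = DMSO negative control and 100% = EDTA positive control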
G6PDH CS: L. mesenteroides G6PDH inhibition counter-screen; Purified L. mesenteroides G6PDH, diaphorase/resazurin coupled fluorescence, 45 min; inhibition, % at 5 µM; 200,000 compounds, 0.12% hits; AID 1020; in the data active = inhibition above about 50%
PMI activator: activators of human phosphomannose isomerase; P34949; purified human PMI, coupled resazurin fluorescence, 20 min; active compounds read high; 1 = vehicle control, 0 substrate-free wells; activation factor at 20 µM; 190,000 compounds, 0.005% hits;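 active = activation factor of 2 or more at 20 µM, relative to plate controls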
HMGR II inh: inhibitors of class II HMG-CoA reductase from Enterococcus faecalis. purified E. faecalis HMGR, NADPH absorbance 340 nm kinetic. inhibition, % at 10 µM. 190,000 compounds, 0.41% hits;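 active = inhibition above a set limit, the median over all tested compounds plus 3 SD, cut at about 9.5% in these data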;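 note: enzyme runs in reverse so mevalonate oxidation gives rising NADPH absorbance; 0% = complete reaction with DMSO and 100% = background rate lacking mevalonate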
FLuc act counter: affects firefly luciferase, flagging false hits in luciferase stimulation screens; P08659; ATPlite luciferase biochemical, luminescence, 10 min; 0 = ATP-free wells, 1 = DMSO control; activation factor at 10 µM; 200,000 tested, under 10 active;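 active = luciferase activation factor, scaled between plate controls, of at least 2 with compound at 10 µM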
Target sequence (P08659 whole entry, looked up): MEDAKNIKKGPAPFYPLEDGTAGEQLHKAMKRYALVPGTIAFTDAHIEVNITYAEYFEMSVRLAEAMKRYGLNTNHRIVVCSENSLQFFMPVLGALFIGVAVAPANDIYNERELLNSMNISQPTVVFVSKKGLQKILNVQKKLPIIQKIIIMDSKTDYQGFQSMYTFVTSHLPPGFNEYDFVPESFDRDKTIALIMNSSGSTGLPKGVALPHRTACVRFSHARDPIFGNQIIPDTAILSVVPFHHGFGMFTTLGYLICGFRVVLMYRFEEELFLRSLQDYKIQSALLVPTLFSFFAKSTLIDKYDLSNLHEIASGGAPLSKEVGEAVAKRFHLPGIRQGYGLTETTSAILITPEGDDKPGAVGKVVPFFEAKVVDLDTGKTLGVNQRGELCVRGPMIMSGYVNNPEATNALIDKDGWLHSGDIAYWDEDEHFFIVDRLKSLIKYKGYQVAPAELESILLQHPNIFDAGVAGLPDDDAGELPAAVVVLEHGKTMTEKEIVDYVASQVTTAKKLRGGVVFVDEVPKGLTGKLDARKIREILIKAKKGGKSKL
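System: cell-free luciferase reagent; medium: PBS as buffer for the ATP substrate; doses: test compounds dosed from 2 mM stocks in 100% DMSO; incubation: 10 min, room temperature; measured by: luminescence from luciferase reaction; read-out: luciferase activation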
Diaphorase inh: inhibits diaphorase or chemically oxidizes, flagging diaphorase assay artifacts | 190,000 compounds, 0.69% hits | diaphorase resazurin-to-resorufin fluorescence, NADH, 16 min; bacterial (C. kluyveri) enzyme, not human | AID 1217 | inhibition, % at 20 µM;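 active = primary screen inhibition at 20 µM above a set limit, cut at about 50% in these data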;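 note: plate controls were DMSO with full reaction for no effect and wells lacking NADH for full effect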
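Test system: Clostridium kluyveri diaphorase enzyme / Quantity: diaphorase at 0.14 U/mL in enzyme working solution / Incubation: 16-min room-temperature incubation before reading / Benchmarks: NADH-free wells as positive control, DMSO-only neutral wells / Signal: resorufin fluorescence 544/590 nm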
TNAP inh hi DEA: inhibitors of human TNAP at high phosphate acceptor concentration. P05186. purified TNAP, CDP-star luminescence, 1 M DEA. inhibition, % at 20 µM. 200,000 compounds, 0.03% hits. AID 1135;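 active = over 50% inhibition of tissue-nonspecific alkaline phosphatase at 20 µM in the single-dose screen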;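 note: plate controls were DMSO wells for no effect and EDTA-quenched wells as full inhibition for full effect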
Diaph act CS: counter-screen for diaphorase-based assays: diaphorase activators and chemical reducers; 190,000 compounds, 0.005% hits; AID 1229; activation factor at 20 µM; Diaphorase/resazurin coupled assay, resorufin fluorescence, 16 min; active compounds read high; 1 = vehicle wells, 0 = NADH-free wells;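 active = diaphorase activity raised at least twofold by the compound at 20 µM; inactive = activation factor below 2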
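Test system: Clostridium kluyveri diaphorase, purified enzyme. Buffer or medium: 50 mM HEPES pH 7.4 buffer plus MgCl2 and Tween 20. Also added: 0.114 mM NADH and 0.1 mM resazurin, final amounts. Dosing: compound 20 µM once, DMSO 1%. Schedule: 16 min enzyme reaction, ambient temperature. Detection: fluorescence of resorufin, 544 nm excitation, 590 nm emission.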
PMI act hi M6P: PMI (human) activation, high substrate. P34949. coupled PMI enzyme assay, resazurin fluorescence, 20 min; active compounds read high; 1 = untreated enzyme, 0 = substrate-free blank. activation factor at 20 µM. 190,000 compounds, 0.34% hits. AID 1216;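 active = activation factor of 2 or more at 20 µM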
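Test system: human phosphomannose isomerase with PGI, G6PDH, diaphorase coupling enzymes; amount: 15 ng/mL PMI; incubation: enzyme reaction with compound 20 min at room temperature; technique: resorufin fluorescence (Ex 544/Em 590 nm) from resazurin via diaphorase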
Starred values were filed as active, the others as inactive; / = no result given.

SMILES	TNAP act hiacc	TNAP inh no acc	G6PDH CS	PMI activator	HMGR II inh	FLuc act counter	Diaphorase inh	TNAP inh hi DEA	Diaph act CS	PMI act hi M6P
Nc1cc2sc(-c3ccc(C(=O)O)cc3)nc2cc1Cl	1.1	-19.6	-6.1	0.9	1.6	0.2	17.6	-6.5	0.8	0.6
COc1ccccc1-c1noc(-c2cccs2)n1	1.1	-10.3	2.8	0.9	-4.6	0.7	11.5	-5.2	0.9	1
c1ccc(CNn2c(N3CCOCC3)nc3ccccc32)cc1	1	-7.4	4.1	1	-2.5	1	11.7	1.7	0.9	1.1
CCN(CC)S(=O)(=O)N1CCC(C(=O)NC2CCCc3ccccc32)CC1 (stereo unspecified)	1	-10.4	6.3	1.1	-1.1	1.1	-8.0	-4.9	1.1	1
C/C(Nc1ccc(Cl)cc1)=C(/C#N)C(N)=O	1	-11.3	1.3	1.1	1.6	1.1	5.9	-4.5	0.9	1.2
CCOC(=O)c1ccc(NC(=O)CSC(=S)N2CCOCC2)cc1	1	-3.5	5.6	1	-3.0	1.1	13.0	-4.9	0.9	1
O=[N+]([O-])c1ccc(-n2cnc3ccccc32)c([N+](=O)[O-])c1	1	-14.2	1.2	1	1.1	1.1	25.8	-3.2	0.7	0.8
Cc1onc(-c2ccccc2)c1C(=O)NCc1ccco1	1	-12.6	-7.6	1	-1.5	1.1	14.7	-3.7	0.9	1
Cc1cccc(-c2nc(CN3CCCC(C(=O)NC4CCCC4)C3)c(C)o2)c1 (stereo unspecified)	1.1	-13.5	-21.1	0.9	3.7	1.1	8.9	-8.9	0.9	0.9
CCc1nnc(NC(=O)CSc2nc(C3CCCCC3)nc3ccccc23)s1	1.1	-13.7	2.2	1	-2.5	1	7.3	-7.0	0.9	1.1
COc1ccc2cc(C(=O)Nc3ccc(O)cc3)sc(=O)c2c1OC	1	-13.7	-0.9	0.9	0.8	1	6.2	-0.1	0.9	1
CCn1nnnc1SCC(=O)N(C1CCCCC1)C1CCCCC1	1	-8.8	1.5	0.9	-1.9	1	11.1	-2.1	0.9	0.9
COc1ccc(-c2cc(C(=O)O)[nH]n2)cc1OC	1	-1.8	10.3	0.9	-1.5	1	11.0	-2.7	0.9	0.9
COc1ccccc1C(=O)Nc1ccc(OCc2nnc3c4ccccc4c(C)nn23)cc1	1	-8.8	2.1	1	-7.1	0.8	16.6	1.3	0.8	0.9
O=Cc1ccc(O)c(O)c1	1	3.4	23.7	0.7	-7.0	1.1	44.3	-2.0	0.6	1.1
Cc1ccc(/C=C(/C#N)C(=O)NC(C)c2ccccc2)o1 (stereo unspecified)	1	-8.9	5.8	1.1	-11.2	1	0.0	-4.2	1	1
CCCC(=O)NCCc1nc2ccccc2n1C	1	-0.4	0.1	1	5.2	1	10.2	-1.4	0.9	0.9
O=C1C2CCCN2C(c2ccco2)N1c1ccc(F)cc1 (stereo unspecified)	1.1	-14.2	0.0	1.1	-4.0	1.1	5.9	-6.0	0.9	1.1
O=C1OCc2cc(NC(=O)C3CCCO3)ccc21 (stereo unspecified)	1	-3.8	4.1	1	2.0	1.2	2.4	-4.2	1	1
COc1ccccc1/C=N/NC(=O)c1ccccc1NS(=O)(=O)c1ccc(C)cc1	0.9	-7.7	-2.5	1.1	5.3	1	-0.2	7.0	1	1.1
OCCCc1nc2n(n1)C(c1cccs1)C=C(c1ccccc1)N2 (stereo unspecified)	1.1	4.2	-6.0	1.1	-2.4	1	17.0	-7.6	0.8	1
CCOC(=O)C1=C(C)NC(=O)NC1c1ccc(OC(C)C(=O)O)c(OC)c1 (stereo unspecified)	1.1	-18.7	-1.6	1	-2.1	1.1	6.5	-5.4	0.9	1
Cn1c(CNc2ccccc2)nc2ccccc21	1.1	-12.0	3.6	0.9	0.3	0.7	-1.8	-5.1	1	1
COc1ccc(CCNC(=O)NC(C(F)(F)F)C(F)(F)F)cc1OC	1	-12.3	-9.3	0.9	0.4	1	0.0	-1.5	1	1
C/C(=N/NS(=O)(=O)c1ccc(Cl)cc1)c1cccc(NC(=O)c2ccc(Cl)cc2Cl)c1	1	-10.6	5.9	0.9	-9.8	1	6.9	-3.5	0.9	0.9
(cont.)
SMILES	TNAP act hiacc	TNAP inh no acc	G6PDH CS	PMI activator	HMGR II inh	FLuc act counter	Diaphorase inh	TNAP inh hi DEA	Diaph act CS	PMI act hi M6P
CCCCn1cnc2cc(C)c(C)cc21	1	-11.4	0.0	1	-2.3	1.1	3.9	-4.1	1	1
CCN(CC)S(=O)(=O)c1cc(NS(=O)(=O)c2cccc(Cl)c2Cl)ccc1C	1	-13.3	13.0	0.9	-1.3	1.1	15.2	2.6	0.8	0.9
Cc1cc(C)nc(SCc2ccc(C(=O)NN=C3C4CC5CC(C4)CC3C5)cc2)n1	1	-22.3	6.3	1	-9.1	1	15.6	-2.0	0.8	1
COc1ccccc1NC(=O)c1ccc(C)s1	1	-7.8	-16.5	0.9	-2.1	0.9	12.3	-1.8	0.9	0.9
C/C(=N\N=C(/N)SC1CC(=O)N(c2ccc(Cl)cc2)C1=O)c1cccs1 (stereo unspecified)	1	-2.7	-35.8	0.9	-0.8	1.1	30.9	-4.7	0.7	0.8
CC(C)CCn1c(CN2CCN(Cc3ccccc3)CC2)nc2c1c(=O)n(C)c(=O)n2C	1.1	-8.5	7.5	1	-1.5	1	29.6	-7.9	0.7	0.9
NS(=O)(=O)c1cccc(NC(=O)/C=C/c2cccs2)c1	0.8	12.2	-2.7	0.9	-9.0	0.3	15.8	16.1	0.8	0.9
CCn1c(-c2ccccc2Cl)nn(CC(=O)NCCc2ccccc2)c1=S	1.1	-8.4	0.3	1	-4.9	1.1	13.8	-8.0	0.9	1.1
CC1(C)CC(=O)C2=C(C1)N(c1ccccc1)C(=O)C2(O)C(F)(F)F (stereo unspecified)	1	3.6	10.2	1.1	0.7	1.1	6.4	-1.4	0.9	1.1
S=C(NCc1ccccc1)NNc1nc2ccccc2[nH]1	0.8	-116.0	-2.0	0.8	-3.2	1	22.0	17.9	0.8	1
Cc1ccc(CC(CC(=O)NCCc2ccc3c(c2)OCO3)C(=O)O)cc1 (stereo unspecified)	1.1	-10.5	14.4	0.9	-1.2	1	8.9	-9.8	0.9	1
Cc1cc(C)cc(-n2nnnc2SCC(=O)N2CCOCC2)c1	1	-1.1	-5.4	1	-4.3	1	3.6	3.7	1	1
Nn1c(SCc2ccc(Br)cc2)nnc1-c1ccncc1	1	-15.1	11.4	1	-2.0	1	5.1	-3.3	0.9	1
COc1cc2c(cc1OC)C(c1cc3ccccc3oc1=O)=NC(C)(C)C2	1	-5.3	14.1	0.9	-5.7	1	12.2	-0.3	0.9	0.8
COc1ccc(-c2cc(C(F)(F)F)n3nc(C(=O)Nc4c(C)n(C)n(-c5ccccc5)c4=O)cc3n2)cc1	1	-7.5	8.5	/	-2.6	1.1	/	-3.3	/	/
CCO[C@@H]1OC(C(N)=O)=C[C@H](c2ccc(Br)cc2)[C@H]1CCCO	1	-4.9	9.2	1	-6.1	1	3.2	-4.1	1	1
COc1ccc([N+](=O)[O-])cc1NC(=O)c1ccc(CN(c2ccc(C)c(C)c2)S(C)(=O)=O)cc1	1	-8.8	-18.6	0.8	-2.4	1.1	13.8	-1.1	0.9	1
COc1ccc(CN2CCN(Cc3ccccc3)C(CCO)C2)cc1OC (stereo unspecified)	1	-12.2	10.2	0.9	-2.8	1.1	16.1	-4.9	0.8	0.9
CC(C)C1Oc2cc3oc(=O)ccc3cc2C1=O (stereo unspecified)	1.1	-9.4	8.9	0.9	-4.5	1	14.8	-6.3	0.9	0.9
O=C(CSc1nc(Cc2ccccc2)nc2ccccc12)Nc1nc2c(s1)CCCC2	1	9.3	-17.3	0.9	1.0	1.1	15.9	-3.5	0.8	0.9
O=C(N/N=C/c1ccc(-c2ccccc2Cl)o1)c1ccccc1	1	-2.8	6.8	0.9	-4.7	0.9	21.8	1.7	0.8	0.9
CC(C)CCOc1ncnc2c1sc1nc3c(cc12)CSC(C)(C)C3	0.9	-2.2	5.9	1	-5.9	1	-2.6	6.7	1	1.1
Cc1ccc(S(=O)(=O)N2CCCC2)cc1S(=O)(=O)N1CCCC1	1	-6.4	-1.8	0.9	0.6	1.1	10.6	-2.7	0.9	0.9
CNC(=S)N(Cc1cccs1)Cc1cc2cc(OC)ccc2[nH]c1=O	1	-13.5	-15.8	0.9	0.9	1.1	18.1	-2.2	0.8	1
COCCCNC(=O)CNC(=S)N(Cc1ccccc1F)C1CCCCC1	1.1	-2.8	4.4	1	-1.5	1.1	6.0	-5.1	0.9	1

Arranged by heavy-atom count (smallest number first): some entries from above
SMILES	TNAP act hiacc	TNAP inh no acc	G6PDH CS	PMI activator	HMGR II inh	FLuc act counter	Diaphorase inh	TNAP inh hi DEA	Diaph act CS	PMI act hi M6P
CCCCn1cnc2cc(C)c(C)cc21	1	-11.4	0.0	1	-2.3	1.1	3.9	-4.1	1	1
COc1ccc(-c2cc(C(=O)O)[nH]n2)cc1OC	1	-1.8	10.3	0.9	-1.5	1	11.0	-2.7	0.9	0.9
CC(C)CCOc1ncnc2c1sc1nc3c(cc12)CSC(C)(C)C3	0.9	-2.2	5.9	1	-5.9	1	-2.6	6.7	1	1.1

Other compounds:
SMILES	TNAP act hiacc	TNAP inh no acc	G6PDH CS	PMI activator	HMGR II inh	FLuc act counter	Diaphorase inh	TNAP inh hi DEA	Diaph act CS	PMI act hi M6P
CC1CN(c2ccc([N+](=O)[O-])cc2C#N)CC(C)O1 (stereo unspecified)	1	-6.5	4.3	0.8	3.4	1	3.7	1.1	1	0.8
Cc1ccc(NC(=O)N(Cc2cccnc2)Cc2ccco2)cc1C	1	-11.9	1.6	1	-3.4	1.1	6.9	-4.3	0.9	1
Cc1ccc[n+](CC(=O)c2ccc(NC(=O)c3ccccc3)cc2)c1	1	-0.4	-2.0	1.1	-4.6	1	2.3	0.4	1	1.1
O=C(Cc1cccs1)NCc1ccccc1	1.1	-7.0	4.8	1	-9.5	1	10.4	-5.4	0.9	1
Cc1c(Cl)cccc1Nc1nc(N)nc(CN2CCc3ccccc3C2)n1	1	8.3	2.6	0.9	-8.7	1.1	4.4	-4.4	1	1.1
Nc1ccc2oc(-c3ccc4nc[nH]c4c3)nc2c1	1	-40.3	6.8	1	0.8	0.2	8.1	4.0	0.9	0.7
COc1ccc(N(CCC#N)S(=O)(=O)c2ccc(Cl)cc2)cc1	1	1.8	15.4	1.1	-5.3	1	-13.3	-4.8	1.1	1.2

The order is random; 1.7% or so of the library scored in one or more.
